SUMO HTRF inh – inhibitors of human SUMOylation (UBC9) | P63279 | HTRF SUMOylation assay, SAE1/SAE2 + UBC9, in vitro | inhibition, % at 35 µM | hit rate 0.36% among 290,000 | AID 2006; in the data active = inhibition above about 50%, passing the limit was not always enough; note: strong numbers were not always called active
Target sequence (P63279 whole entry, looked up): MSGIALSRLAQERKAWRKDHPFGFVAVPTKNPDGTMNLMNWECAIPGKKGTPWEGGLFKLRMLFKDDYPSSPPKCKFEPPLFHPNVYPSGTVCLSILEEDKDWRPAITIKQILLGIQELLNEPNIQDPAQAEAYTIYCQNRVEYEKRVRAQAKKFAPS
VIM-2 inhibitor – inhibitors of Pseudomonas aeruginosa VIM-2 metallo-beta-lactamase | hit rate 0.89% among 290,000 | AID 1527 | purified VIM-2, nitrocefin hydrolysis, epi-absorbance fluorescence | inhibition, % at 5.6 µM;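 active = inhibition above the mean of all tested compounds plus 3 SD, cutoff set per screening run, cut at about 7.5% in these data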;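 note: red hydrolysis product quenches plate fluorescence so inhibitors raise well fluorescence; 0% = enzyme with DMSO and 100% = DMSO without enzyme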
DNA FID counter – counter-screen for HCV NS3 helicase inhibitors: DNA intercalator displacement; DNA fluorescent intercalator displacement, fluorescence; inhibition, % at 7.9 µM; AID 1845; hit rate 0.17% among 290,000; in the data active = inhibition above about 37%;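 note: 0% = vehicle and 100% = reference compound; higher means more ethidium bromide displaced from hairpin DNA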
IDE cell inh – inhibits human insulin-degrading enzyme in HEK cells. inhibition, % at 5.59 µM. AID 434962. P14735. hit rate 0.41% among 320,000. FAbetaB cleavage, fluorescence polarization;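 active = percent inhibition above the average of all tested compounds plus 3 SD, set per screening campaign, cut at about 16% in these data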;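 note: IDE supplied by intact live HEK cells; FP after avidin binding of uncleaved biotin substrate so inhibition keeps polarization high; 0% = DMSO wells and 100% = 60 µM reference IDE inhibitor Ii1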
HCV NS3 hel inh – inhibitors of Hepatitis C virus NS3 helicase. NS3 helicase DNA unwinding, Cy5 molecular beacon fluorescence. inhibition, % at 10.9 µM. hit rate 0.56% among 290,000. AID 1800;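 active = inhibition above the mean of all tested compounds plus 3 SD, set per campaign, cut at about 35% in these data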;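 note: 0% = DMSO wells and 100% = thioflavine S control wells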
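Control set: DMSO versus 110 µM thioflavine S; Material: NS3 helicase fragment of HCV; Measured by: Cy5 fluorescence at 0 and 60 min, beacon hairpin quenching; Read-out basis: percent inhibition from t60/t0 fluorescence ratio; Times: reaction time 60 min, 25 °C; Repeats: single replicate; Compound dosing: single dose, 10.9 µM nominal final, DMSO 0.8% final.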
PfM18AAP inh – PfM18AAP enzyme inhibition; hit rate 1.2% among 290,000; recombinant PfM18AAP, H-Glu-NHMec fluorogenic cleavage; inhibition, % at 7.35 µM;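 active = inhibition above the campaign mean inhibition over all tested compounds plus 3 SD, cut at about 28% in these data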;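 note: 0% = plate median of test compound wells and 100% = 2 mM ZnCl2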
p-CIP stab down – lowers stability of the mouse p/CIP coactivator protein; F442A p/CIP-EGFP cells, EGFP fluorescence, 16 h; decrease of EGFP signal, % at 10 µM; hit rate 0.01% among 290,000;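 active = EGFP signal decrease of at least 30% at 10 µM or well 3 SD below plate mean, unless failing retest; inactive = the rest, including hits failing retest or dose response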; note: some compounds called inactive have numbers as strong as hits; many of its hits are not listed in these tables
IDE act – boosts human insulin-degrading enzyme activity in HEK cells; P14735; FAbeta-B cleavage, fluorescence polarization; 0% vehicle, 100% cell-free pure enzyme wells; activation, % at 5.96 µM; hit rate 0.073% among 340,000; AID 493087;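 active = activation above the mean of all tested compounds plus 3 SD, set per screening campaign, cut at about 17% in these data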
IMP-1 inhibitor – inhibitors of Pseudomonas aeruginosa IMP-1 metallo-beta-lactamase | inhibition, % at 5.6 µM | hit rate 0.45% among 290,000 | purified IMP-1, nitrocefin hydrolysis, epi-absorbance fluorescence | AID 1556;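 active = inhibition above the mean plus 3 SD of all compounds in the same screening run, cut at about 4.5% in these data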;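 note: 0% = IMP-1 with DMSO and 100% = DMSO wells lacking enzyme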
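system = purified recombinant IMP-1 beta-lactamase | amount = 0.2 nM IMP-1, as dispensed | medium = HEPES buffer pH 7.1 with ZnSO4 and Brij 35 | times = 25 °C, 15 min preincubation, 25 min reaction | detection = plate fluorescence quenching by hydrolysis product, ex 480/em 530 nm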
* = called active by the depositor.

Screening COc1ccc(Nc2ccc(S(=O)(=O)N3CCCCC3)cc2[N+](=O)[O-])cc1 returned SUMO HTRF inh -12, VIM-2 inhibitor 0.5, DNA FID counter 2, IDE cell inh -6, HCV NS3 hel inh 1, PfM18AAP inh -8, p-CIP stab down -4, IDE act 8 and IMP-1 inhibitor -3.3.
For COc1ccc2[nH]cc(CCN=C3SCC(=O)N3C)c2c1 the results were SUMO HTRF inh -12, VIM-2 inhibitor -3.7, DNA FID counter -10, IDE cell inh -2, HCV NS3 hel inh 4, PfM18AAP inh -8, p-CIP stab down 0, IDE act 6 and IMP-1 inhibitor -2.7.
Screening Cc1ccccc1OCC(=O)NNC(=O)CCN1C(=O)c2ccccc2C1=O returned SUMO HTRF inh 8, VIM-2 inhibitor -2.1, DNA FID counter -20, IDE cell inh 7, HCV NS3 hel inh 11, PfM18AAP inh 18, p-CIP stab down 8, IDE act -1 and IMP-1 inhibitor -4.4.
Cc1cccc(NC(=O)c2cccnc2)c1 was read as SUMO HTRF inh -7, VIM-2 inhibitor -1.6, DNA FID counter 0, IDE cell inh -1, HCV NS3 hel inh 5, PfM18AAP inh -5, p-CIP stab down 11, IDE act 1 and IMP-1 inhibitor -3.1.
Screening C=C(C)C(=O)Nc1ccc(OC(F)(F)C(F)F)c(NC(=O)C(=C)C)c1 returned SUMO HTRF inh 12, VIM-2 inhibitor -3.3, DNA FID counter -5, IDE cell inh 0, HCV NS3 hel inh -1, PfM18AAP inh 2, p-CIP stab down -10, IDE act 4 and IMP-1 inhibitor -2.0.
For Cc1cc(-c2ccc(C)c(S(=O)(=O)NC(C)Cc3ccco3)c2)on1 (stereo unspecified) the results were SUMO HTRF inh -7, VIM-2 inhibitor -2.5, DNA FID counter -40, IDE cell inh -3, HCV NS3 hel inh -6, PfM18AAP inh 0, p-CIP stab down -5, IDE act 0 and IMP-1 inhibitor -1.2.
For Cc1ccc(C2NC(=O)c3c(sc(C)c3C)N2)c(O)c1 (stereo unspecified) the results were SUMO HTRF inh 10, VIM-2 inhibitor -1.9, DNA FID counter 1, IDE cell inh 5, HCV NS3 hel inh 0, PfM18AAP inh 35*, p-CIP stab down 8, IDE act 1 and IMP-1 inhibitor -0.1.
Screening Cc1ccc(/C=N/NC(=O)CN2CCN(S(=O)(=O)c3ccc(Br)cc3)CC2)s1 returned SUMO HTRF inh 2, VIM-2 inhibitor -7.7, DNA FID counter -15, IDE cell inh -2, HCV NS3 hel inh 5, PfM18AAP inh -8, p-CIP stab down 0, IDE act -2 and IMP-1 inhibitor -5.4.
Screening CC1CCc2nn(CC(=O)NCCN3CCOCC3)cc2C1 (stereo unspecified) returned SUMO HTRF inh 3, VIM-2 inhibitor -3.8, DNA FID counter 2, IDE cell inh 1, HCV NS3 hel inh -2, PfM18AAP inh -2, p-CIP stab down -5, IDE act 3 and IMP-1 inhibitor -2.6.
Screening O=C(NCCCn1ccnc1)c1nn2c(C(F)(F)F)cc(-c3ccc(Br)cc3)nc2c1Cl returned SUMO HTRF inh 14, VIM-2 inhibitor -0.6, DNA FID counter -2, IDE cell inh -2, HCV NS3 hel inh 0, PfM18AAP inh -5, p-CIP stab down -5, IDE act 9 and IMP-1 inhibitor -0.7.
For C=CCN(N=Nc1cccc([N+](=O)[O-])c1)c1cccc([N+](=O)[O-])c1 the results were SUMO HTRF inh 0, VIM-2 inhibitor -0.7, DNA FID counter 8, IDE cell inh 6, HCV NS3 hel inh 0, PfM18AAP inh 4, p-CIP stab down 12, IDE act -2 and IMP-1 inhibitor -3.1.
`COc1ccc2c(c1)OC13CCCCC1C2C(C(=O)c1ccccc1)C(=O)N3` (stereo unspecified) gave SUMO HTRF inh 24, VIM-2 inhibitor 0.6, DNA FID counter -3, IDE cell inh 2, HCV NS3 hel inh -8, PfM18AAP inh -7, p-CIP stab down -6, IDE act -1 and IMP-1 inhibitor -2.4.
For CCCc1cc(=O)oc2cc(C)cc(OCC(=O)NCc3ccncc3)c12 the results were SUMO HTRF inh 31, VIM-2 inhibitor 3.8, DNA FID counter -35, IDE cell inh 1, HCV NS3 hel inh 2, PfM18AAP inh 2, p-CIP stab down 4, IDE act -10 and IMP-1 inhibitor -4.8.
For CCC(=O)Nc1c(C#N)c2nc3ccccc3nc2n1-c1ccccc1C the results were SUMO HTRF inh -6, VIM-2 inhibitor -2.3, DNA FID counter -11, IDE cell inh 2, HCV NS3 hel inh -5, PfM18AAP inh 0, p-CIP stab down -6, IDE act 4 and IMP-1 inhibitor -2.2.
CCn1c(SCC(N)=O)nc2c1c(=O)n(C)c(=O)n2C was read as SUMO HTRF inh 12, VIM-2 inhibitor 0.0, DNA FID counter 1, IDE cell inh -1, HCV NS3 hel inh 2, PfM18AAP inh 4, p-CIP stab down 13, IDE act -1 and IMP-1 inhibitor -2.9.
`O=C(NCCN1C(=O)C2C3C=CC(C3)C2C1=O)Nc1ccc(Br)cc1` (stereo unspecified) gave SUMO HTRF inh 5, VIM-2 inhibitor -3.4, DNA FID counter -7, IDE cell inh -1, HCV NS3 hel inh 2, PfM18AAP inh 4, p-CIP stab down 4, IDE act 6 and IMP-1 inhibitor -6.4.
For O=C(OCn1ncc(Br)c(Br)c1=O)c1ccccc1Cl the results were SUMO HTRF inh -96, VIM-2 inhibitor 0.4, DNA FID counter -8, IDE cell inh 3, HCV NS3 hel inh -5, PfM18AAP inh -14, p-CIP stab down 1, IDE act 7 and IMP-1 inhibitor -2.2.
Screening CCN(C(=O)COc1ncnc2sccc12)c1ccccc1 returned SUMO HTRF inh 1, VIM-2 inhibitor -4.1, DNA FID counter -1, IDE cell inh 3, HCV NS3 hel inh 0, PfM18AAP inh 4, p-CIP stab down -9, IDE act -1 and IMP-1 inhibitor -5.9.
O=C(c1c(F)cccc1F)N1CCC(O)(c2ccc(F)cc2)CC1 was read as SUMO HTRF inh -3, VIM-2 inhibitor -1.2, DNA FID counter -11, IDE cell inh 3, HCV NS3 hel inh -3, PfM18AAP inh 2, p-CIP stab down -10, IDE act 7 and IMP-1 inhibitor -4.7.
`O=C(COC(=O)c1cn(-c2ccccc2)nc1-c1cccs1)NC1CC1` gave SUMO HTRF inh -32, VIM-2 inhibitor -0.2, DNA FID counter -7, IDE cell inh -2, HCV NS3 hel inh 0, PfM18AAP inh 1, p-CIP stab down 15, IDE act -2 and IMP-1 inhibitor -3.2.
COc1ccc(N2C(=O)CSC2c2cccc(F)c2)c(OC)c1 (stereo unspecified) was read as SUMO HTRF inh 17, VIM-2 inhibitor -1.6, DNA FID counter -13, IDE cell inh -5, HCV NS3 hel inh 0, PfM18AAP inh -13, p-CIP stab down 5, IDE act -5 and IMP-1 inhibitor -2.5.
Screening Cc1nnc(SCc2c(Cl)cccc2Cl)s1 returned SUMO HTRF inh 22, VIM-2 inhibitor -3.8, DNA FID counter -6, IDE cell inh -6, HCV NS3 hel inh 5, PfM18AAP inh -1, p-CIP stab down -10, IDE act 1 and IMP-1 inhibitor -3.7.
COc1cc2cc(Oc3ccc4ccc(=O)oc4c3)c(=O)oc2cc1OC1OC(COC(=O)CC(C)(O)CC(=O)O)C(O)C(O)C1O (stereo unspecified) was read as SUMO HTRF inh 21, VIM-2 inhibitor -2.0, DNA FID counter -39, IDE cell inh -2, HCV NS3 hel inh 6, PfM18AAP inh -1, p-CIP stab down -7, IDE act 2 and IMP-1 inhibitor -1.1.
For CCCc1nnc(SCC(=O)N2CCOCC2)n1C the results were SUMO HTRF inh -1, VIM-2 inhibitor -2.1, DNA FID counter -2, IDE cell inh 6, HCV NS3 hel inh 17, PfM18AAP inh 2, p-CIP stab down -11, IDE act 1 and IMP-1 inhibitor 2.4.
Screening Cc1ccc(OCC(=O)N2CCN(C(=O)c3cccc(F)c3)CC2)cc1 returned SUMO HTRF inh -1, VIM-2 inhibitor -2.4, DNA FID counter -14, IDE cell inh 2, HCV NS3 hel inh 6, PfM18AAP inh 4, p-CIP stab down -10, IDE act -1 and IMP-1 inhibitor -2.4.
Screening CCOc1cccc(C(=O)Nc2cccc(C(=O)NCC(C)C)c2)c1 returned SUMO HTRF inh -4, VIM-2 inhibitor -0.7, DNA FID counter -28, IDE cell inh -1, HCV NS3 hel inh -5, PfM18AAP inh 1, p-CIP stab down 6, IDE act -2 and IMP-1 inhibitor -2.7.
For O=C1OCCC1N1C(=O)c2ccccc2S1(=O)=O (stereo unspecified) the results were SUMO HTRF inh -38, VIM-2 inhibitor -0.8, DNA FID counter 0, IDE cell inh 0, HCV NS3 hel inh -1, PfM18AAP inh 0, p-CIP stab down 8, IDE act 0 and IMP-1 inhibitor -4.9.
Screening O=C(NC(=O)c1cccc(F)c1)OC[C@@H]1CCCN2CCCC[C@H]12 returned SUMO HTRF inh 8, VIM-2 inhibitor -2.6, DNA FID counter -1, IDE cell inh -3, HCV NS3 hel inh 5, PfM18AAP inh -3, p-CIP stab down -9, IDE act 7 and IMP-1 inhibitor -1.6.
Screening COc1ccc(OC)c(N(CC(=O)Nc2cccnc2)S(=O)(=O)c2ccccc2)c1 returned SUMO HTRF inh 7, VIM-2 inhibitor -4.3, DNA FID counter -17, IDE cell inh 5, HCV NS3 hel inh 1, PfM18AAP inh 1, p-CIP stab down -2, IDE act -4 and IMP-1 inhibitor 0.2.
Screening CCN(CC)CCn1c2ccccc2c2nc3ccc([N+](=O)[O-])cc3cc21 returned SUMO HTRF inh 26, VIM-2 inhibitor -0.2, DNA FID counter 44*, IDE cell inh -5, HCV NS3 hel inh 3, PfM18AAP inh -2, p-CIP stab down -3 and IMP-1 inhibitor 0.4.
Cc1noc(NS(=O)(=O)c2ccc(NC(=O)c3ccoc3C)cc2)c1C was read as SUMO HTRF inh -5, VIM-2 inhibitor -3.9, DNA FID counter -7, IDE cell inh -3, HCV NS3 hel inh -1, PfM18AAP inh 3, p-CIP stab down 3, IDE act 4 and IMP-1 inhibitor 0.1.
For Cc1cc(C(=O)O)ccc1-c1ccc(/C=N/n2cnnc2)o1 the results were SUMO HTRF inh 12, VIM-2 inhibitor 1.2, DNA FID counter 1, HCV NS3 hel inh 6, PfM18AAP inh 10, p-CIP stab down -12, IDE act 3 and IMP-1 inhibitor -1.7.
For Cc1cc(NC(=O)CSc2nnc(CNc3ccc(F)cc3)n2C2CCCCC2)no1 the results were SUMO HTRF inh 23, VIM-2 inhibitor -0.9, DNA FID counter -14, IDE cell inh 2, HCV NS3 hel inh -3, PfM18AAP inh -2, p-CIP stab down -2, IDE act -2 and IMP-1 inhibitor 0.4.
`CCOc1ccc(OCC)c(NC(=O)CSc2nc3cccnc3n2C)c1` gave SUMO HTRF inh 31, VIM-2 inhibitor -0.6, DNA FID counter -34, IDE cell inh 3, HCV NS3 hel inh -9, PfM18AAP inh 5, p-CIP stab down -1, IDE act 4 and IMP-1 inhibitor -2.1.

Bioassay records (PubChem)
